# Compound activity: PubChem BioAssay, National Center for Advancing Translational Sciences (NCATS)
# pAkt inh: HTS Assay for Inhibitors of Akt Phophorylation: Primary Screen | AID 651550, 2012 | hit rate 0.32% among 360,000 | activity change, % for hits at 50 µM | Neuro2A IGF-stimulated pAkt S473 HTRF, 20 min; hits give low values; in the data active = activity change below about -80%; inconclusive = mostly about -51% to -80%; also: % is scaled to controls: 0 for no effect and ±100 for the full control effect
#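 Single-point screen (50 µM final compound) in Neuro2A cells stimulated 20 min with 6 nM IGF at 37 deg C. After lysis, Ser473-phosphorylated Akt read by HTRF (ex 330 nm, em 615/665 nm) as the 665/615 ratio.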
# ATXN viability: Viability Counterscreen for Primary qHTS for Inhibitors of ATXN expression; Potency, µM (top dose mostly 56.7 µM), most hits filed as cytotoxic; hit rate 0.49% among 400,000; S2 cells (HEK-293 line with an ATXN2-luciferase reporter) viability, CellTiter-Fluor protease fluorescence, 24 h; also: potency is read from the fitted curve at half-maximal effect; nearly all actives have a fitted effect of over 40% in size
# Nrf2 ARE act: qHTS of Nrf2 Activators; AREc32 ARE-luciferase reporter (MCF7-derived line), luminescence, 24 h; Potency, µM (highest dose often 46.1 µM), without a hit: at the top dose activation, usual class: activators; hit rate 0.31% among 410,000; AID 624171, 2012; also: potency is read from the fitted curve at half-maximal effect; % of control where 0% means no effect; nearly all actives have a fitted effect of over 65% in size
#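 Luminescent ARE reporter assay in AREc32_Fluc cells: overnight plating at 37 deg C, 24 hr compound incubation, Steady-Glo added, 30 min RT before reading.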
# CCT modulator: High-Throughput Screening for Modulators of Cytosolic Chaperonin Activity; purified chaperonin ATPase assay, HTRF ADP detection, 30 min; activity change, % (concentration not given with the values), hits read low; hit rate 0.3% among 360,000; in the data active = activity change below about -30%; also: % is scaled to controls: 0 for no effect and ±100 for the full control effect
#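 TRiC (40 or 20 nM final, by batch activity) in 30 mM Tris pH 7.4, 100 mM KCl, 5 mM MgCl2, 1 mM DTT was treated with compound at 76 uM single dose, then 10 uM ATP, 30 min at 37 °C. ADP was read by HTRF Transcreener.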
# TGFb inhibitor: qHTS for Inhibitors of TGF-b; hit rate 1.2% among 410,000; Potency, µM (titrated, usually from 46.1 µM), without a hit: top-dose activity, negative = inhibition, actives largely listed as inhibitors; AID 588855, 2011; HepG2 CAGA-GFP TGF-b/SMAD3 reporter, GFP fluorescence, 18 h; TGF-beta stimulated, 500 pg/mL final; also: potency is read from the fitted curve at half-maximal effect; % is scaled to controls: 0 for no effect and ±100 for the full control effect; nearly all actives have a fitted effect of over 65% in size
#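 HEPG2 CAGA-GFP, 1000 cells/well; 2 h settle, 37 C; cpd via pin tool; TGF-b 500 pg/mL final; 18 h, 37 C; GFP imaging ex488/em500-530; %Activity normalised to -TGF-b and +DMSO controls; CRC fit, curve class.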
# HepG2 tox: qHTS for Inhibitors of TGF-b: Cytotox Counterscreen; HepG2 CAGA-GFP viability, ATP luminescence, 18 h; Potency, µM (doses to about 46.1 µM), for the others: at the top dose activity change, negative = cytotoxicity, actives largely listed as cytotoxic; hit rate 0.76% among 410,000; AID 588856, 2011; also: potency is read from the fitted curve at half-maximal effect; some results filed as inactive show a strong effect at the top dose
#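 HepG2 CAGA-GFP cells (1000/well, DMEM with 1% FBS) received compound, then TGF-beta at 500 pg/mL final, and were incubated 18 hours at 37 degrees C. Viability was read by CellTiter-Glo luminescence. Media-only wells were set as complete cell-killing and DMSO as no toxicity.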
# A549 tox: Nrf2 qHTS screen for inhibitors: counterscreen for cytotoxicity. A549 ARE-Fluc cells, CellTiter-Fluor viability, 18-24 h. Potency, µM (top dose mostly 46 µM), inactives show top-dose activity change, negative = cytotoxicity, hits mostly inhibitors. hit rate 0.16% among 390,000. AID 504648, 2011; also: potency is read from the fitted curve at half-maximal effect; % is scaled to controls: 0 for no effect and ±100 for the full control effect
#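 A549 ARE_Fluc cells in 5% FBS OPTI-MEM were exposed to compounds in concentration-response for 18-24 h at 37 deg C. Viability was read by CellTiter-Fluor fluorescence (Ex 405/Em 525) after 30 min, before the luciferase read.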
# Nrf2 block: Nrf2 qHTS screen for inhibitors. hit rate 2.1% among 360,000. Potency, µM (highest dose often 46 µM), for inactives: at the highest dose activity change, negative = inhibition, usual class: inhibitors. A549 ARE-Fluc reporter, luciferase luminescence, 18-24 h; also: potency is read from the fitted curve at half-maximal effect; % is scaled to controls: 0 for no effect and ±100 for the full control effect; nearly all actives have a fitted effect of over 60% in size
#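 Concentration-response testing used A549 ARE_Fluc cells at 5000 cells/well. Following an 18-24 h compound incubation, viability was read by fluorescence (Ex 405/Em 525) and luciferase output by luminescence.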
# MmCpn inh: Inhibitors of TCP-1 ring complex (TRiC) of Methanococcus maripaludis (MmCpn): qHTS; Chaperonin Mm-Cpn (Methanococcus maripaludis); purified Mm-Cpn ATPase, ADP Transcreener TR-FRET; Potency, µM (top dose mostly 76.9 µM), for the others: at the highest dose activity, negative = inhibition, hits mostly inhibitors; hit rate 0.031% among 330,000; also: potency is read from the fitted curve at half-maximal effect; % is scaled to controls: 0 for no effect and ±100 for the full control effect; nearly all actives have a fitted effect of over 80% in size
#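 Compound-treated chaperonin, 25 nM final, turns over 10 uM ATP at 37°C for 30 min following a 10 min preincubation; ADP generated competes with ADP-d2 for Eu-cryptate antibody, lowering FRET.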
# * marks the source's active call; other numbers are inactive results; i = inactive; ? = inconclusive; nt = not tested or not shown. Unless noted, calls follow the shape of the dose curve; as a rule, active = well fitted curve in the direction sought with a large enough effect; inconclusive = small, poorly fitted or top-dose-only effect, or another doubt; inactive = no such curve, though single readings can be large; an effect the other way counts as inactive or inconclusive. The order is random, and some 4.4% of all compounds hit somewhere here.
# Results follow in this order: pAkt inh, ATXN viability, Nrf2 ARE act, CCT modulator, TGFb inhibitor, HepG2 tox, A549 tox, Nrf2 block, MmCpn inh
COc1cccc(S(=O)(=O)N(C)C[C@@H]2OCc3cn(nn3)CCCC(=O)N([C@@H](C)CO)C[C@H]2C)c1
    i, i, -0.1%, -2.4, ?, -45.3%, nt, nt, nt
COc1ncccc1C(=O)N1CCCC(N2CCN(c3ccc(F)cc3)CC2)C1 (stereo unspecified)
    i, i, 0.2%, -3.0, 0.4%, -10.7%, 0.4%, -21.7%, nt
Cc1ccc(C23CC4CC(CC(C(=O)NN)(C4)C2)C3)cc1
    i, i, 2.0%, -0.1, -20.8%, 1.5%, 13.0%, 11.2%, 0.0%
CCOc1ccc(N2C(=O)CC(NC3CCCCNC3=O)C2=O)cc1 (stereo unspecified)
    i, i, -0.3%, -0.1, 8.6%, 2.2%, -5.3%, nt, 2.1%
COc1ccccc1C(=O)COC(=O)c1cccs1
    i, i, 8.91µM*, -0.1, 0.5%, 6.3%, -8.5%, ?, 1.0%
NC(=O)c1ccc(NC(=O)COC(=O)c2cc([N+](=O)[O-])ccc2N2CCOCC2)cc1
    i, ?, -0.1%, -1.8, -12.9%, -21.8%, -18.0%, -15.4%, 2.1%
O=C(NCCn1c(C(F)(F)F)nc2ccccc21)[C@H]1CCCN1c1nc(CN2CCCCC2)cs1
    i, i, -0.1%, -1.6, -18.0%, -10.5%, 7.7%, 5.4%, 0.6%
Cc1ccc(NC(=O)CSc2nnc(-c3ccc(Br)cc3)o2)c(C)c1
    nt, nt, 3.5%, nt, ?, -22.5%, 5.6%, nt, nt
Cc1nc(C)n(C(C)CNC(=O)c2ccco2)n1 (stereo unspecified)
    i, i, 0.3%, -0.7, -11.9%, -12.9%, 3.0%, -16.6%, 1.1%
C=CCn1c(SCC(=O)NC2CCCCC2)nnc1C(C)NC(=O)c1cccs1 (stereo unspecified)
    i, i, 0.0%, -2.3, -20.1%, -4.8%, -1.7%, nt, nt
O=C(c1ccc(F)cc1)N1CCC(C(=O)N2CCN(S(=O)(=O)c3ccccc3Br)CC2)CC1
    i, i, 2.3%, 0.1, ?, -26.5%, -2.3%, ?, 1.7%
Cc1ccc(NC(=O)CN(C)CC(=O)Nc2cccc(F)c2)cc1S(=O)(=O)N1CCCCCC1
    i, ?, -0.6%, 0.9, ?, -26.4%, ?, ?, 1.4%
CCC(C(=O)OCC(=O)c1ccc2c(c1)NC(=O)CO2)c1ccccc1 (stereo unspecified)
    i, i, 2.1%, -1.9, 1.2%, -7.5%, -0.1%, -17.5%, -1.1%
Oc1ccc(N2CCN(C(c3cccs3)c3nnnn3CCc3ccccc3)CC2)cc1 (stereo unspecified)
    i, i, 0.3%, -0.2, -15.8%, -23.1%, -10.0%, ?, -0.4%
Cc1ccc(O)c(N)c1
    i, i, ?, -1.3, -19.2%, -42.7%, -4.8%, ?, -9.5%
COc1ccc(CCNC(=S)Nc2cc(C)ccc2C)cc1
    i, i, -0.2%, -2.1, 14.1%, -2.6%, -1.8%, ?, 1.0%
Cc1cc(C)nc(N2CCCC(C(=O)Nc3ccc(F)cc3)C2)n1 (stereo unspecified)
    i, i, 2.3%, -2.0, 9.2%, 9.6%, 0.0%, ?, -0.2%
Cc1ccc(CCNC(=O)c2ccc(CSCc3ccccc3Cl)o2)cc1
    nt, nt, -0.3%, nt, -61.1%, -40.4%, -4.6%, nt, nt
COc1ccccc1N1CCN(C(=O)c2cc3c(=O)n(Cc4cccs4)ccc3nc2C)CC1
    nt, i, 4.3%, nt, ?, -26.0%, 3.5%, ?, nt
COc1cc(C(=O)NCC(=O)OCc2ccc(F)cc2)cc(OC)c1OC
    i, i, -1.3%, -0.9, 9.1%, -10.9%, 5.9%, 11.7%, -0.3%
O=C(c1cccnc1)N1CCc2ccccc21
    i, i, 0.9%, 0.5, -13.2%, -14.1%, 1.2%, ?, -4.4%
O=C(NCCC1CCCCN1S(=O)(=O)c1ccccc1)C(=O)NCc1ccco1 (stereo unspecified)
    i, i, 3.1%, -2.7, -5.9%, -2.0%, 0.9%, -4.5%, 1.4%
COC(=O)c1sc(N2C(=O)C(=O)/C(=C(/O)c3ccccc3)C2c2ccco2)nc1C (stereo unspecified)
    i, i, 6.8%, -2.6, -8.2%, 1.2%, -17.0%, -4.8%, -12.8%
CN(CC(=O)Nc1cccc(F)c1)C(=O)c1cccc(S(=O)(=O)N2CC3(C)CC2CC(C)(C)C3)c1 (stereo unspecified)
    i, ?, 0.1%, 0.7, 11.2µM*, -20.8%, -14.8%, -10.8%, -3.0%
COc1ccc(NC(=O)c2cc3ccccc3o/c2=N\NS(=O)(=O)c2ccc(C)cc2)cc1
    i, i, 5.4%, 0.3, 12.1%, 7.7%, -10.1%, 9.7%, 1.1%
COc1cccc(OC)c1C(=O)NC(=O)Oc1c(F)cccc1F
    i, i, -0.3%, -0.6, -9.8%, 4.2%, -0.8%, 5.7%, 3.0%
Cc1c(C(=O)N2CCCCCC2)c(S(=O)(=O)NCc2ccccc2Cl)c(C)n1C
    i, i, 0.0%, -2.6, -0.2%, -8.4%, -11.3%, -14.4%, 3.6%
C#CCOCCOCCOCCNc1nc(N2CCOCC2)nc(N2CCN(C(=O)Cn3cc(CC(C)O)nn3)CC2)n1 (stereo unspecified)
    i, i, 0.1%, -1.7, -0.9%, 15.5%, 2.7%, 9.4%, -1.2%
Cc1ccc(CCNC(=O)CNC(=O)c2cccs2)cc1
    i, ?, -0.1%, -3.0, -3.5%, -22.7%, 0.0%, 4.3%, 0.3%
CCCC(=O)C1=C(c2ccc(C)c(C)c2)N(C(=O)CCC)n2c(CC)nnc2S1
    nt, nt, 0.4%, nt, -16.4%, -27.4%, -19.8%, nt, nt
CCCc1cnc(Nc2nc(C(N)Cc3ccc(C(F)(F)F)cc3)cs2)nc1 (stereo unspecified)
    i, nt, 1.1%, -1.0, ?, 11.2µM*, nt, nt, nt
c1ccc(-c2csc(NC3=NCCCCC3)n2)cc1
    i, i, 0.7%, -3.2, 17.5%, -21.7%, 0.5%, 14.2%, -0.1%
OC(c1nnc(-c2ccccc2)o1)c1cccs1 (stereo unspecified)
    i, i, 7.2%, -0.6, 2.7%, 12.5%, -2.8%, 7.7%, -0.6%
O=C(CCSc1ccccc1)Nc1ncccn1
    i, i, 0.3%, -1.8, 1.3%, -2.0%, -4.7%, 9.3%, 0.3%
CCOC(=O)CNC(=O)c1sc(NC(=O)/C=C/c2ccccc2)nc1C
    i, i, 0.2%, 1.8, -2.8%, -1.0%, 15.1%, 0.0%, -13.7%
CC(C)CN(C(=O)C1CCC1)c1c(N)n(Cc2ccccc2)c(=O)[nH]c1=O
    i, i, 0.0%, -0.3, -5.0%, -8.0%, 8.5%, 0.6%, 2.8%
COC(=O)c1ccccc1NC(=O)C1CC(c2ccccc2O)=NO1 (stereo unspecified)
    nt, i, 0.0%, -2.6, -5.7%, -17.5%, -2.9%, 3.2%, -1.8%
CCOc1cc(/C=C2\C(=O)N(c3ccc(C(N)=O)cc3)N=C2C)ccc1OC(=O)c1cccs1
    i, i, -0.1%, -0.9, 0.1%, -47.8%, 0.5%, 2.6%, -1.6%
C[C@]12c3[nH]c4ccccc4c3CCN1C(=O)C(CC(=O)NCCc1ccccn1)C[C@@H]2C(=O)N1CCOCC1 (stereo partly specified)
    i, i, -1.1%, 0.3, 7.8%, 6.1%, 13.5%, 14.7%, 0.6%
CC(Sc1ccccc1)C(=O)N(CCC#N)Cc1cccnc1 (stereo unspecified)
    i, i, 0.0%, -2.3, 15.4%, -9.9%, 0.2%, -6.1%, -0.4%
COC(=O)[C@]1(Cc2ccccc2)N[C@H](CN(C)C(=O)c2ccccc2)[C@@H]2C(=O)N(Cc3ccccc3)C(=O)[C@@H]21
    i, ?, 0.1%, -1.5, 0.0%, -4.6%, -8.8%, 9.5%, -10.7%
COc1ccc(NS(=O)(=O)c2cccc3nsnc23)cc1OC
    i, i, -0.7%, -1.9, -1.5%, -0.2%, 14.9%, ?, -0.3%
CCOC(=O)C1(CCCc2ccccc2)CCN(C(=O)CCc2cnccn2)CC1
    i, i, 0.6%, 0.5, -3.3%, -20.8%, 0.9%, -1.3%, 0.4%
Cc1cccc(C)c1OCc1cc(=O)n2c(-c3ccccc3)csc2n1
    nt, i, -1.0%, nt, 10µM*, -32.7%, 1.3%, ?, nt
COc1ccc(N2C(=O)CC(N3CCN(C4CCc5ccccc5C4)CC3)C2=O)cc1 (stereo unspecified)
    i, i, 0.2%, -1.2, -3.7%, 10.0%, 11.3%, -0.3%, 1.5%
CCCCNc1c(-c2ccc(-c3ccc(C(C)=O)cc3)c(OC)c2)nc2cnccn12
    i, nt, -5.4%, 1.0, ?, -37.6%, 10.3%, ?, -4.1%
COc1cc(NC(=O)CCc2nnc3ccc(N4CCOCC4)nn23)cc(OC)c1OC
    i, i, -0.6%, 0.7, 14.0%, -12.8%, -4.1%, 0.0%, 4.0%
CC(OC(=O)C1=NN(c2ccccc2)C(=O)CC1)C(=O)NC1CCCCC1C (stereo unspecified)
    i, i, -0.5%, 0.9, -16.2%, -0.8%, 1.4%, -11.2%, 0.2%
CCN(Cc1ccc(OC)c(F)c1)C(=O)C1CCCO1 (stereo unspecified)
    i, i, 0.1%, -0.4, 0.2%, -2.3%, -3.0%, -5.9%, 3.7%
COc1cccc(C(c2sc3nc(C)nn3c2O)N2CCN(c3ccccc3F)CC2)c1 (stereo unspecified)
    i, i, 0.1%, -0.7, -10.9%, -5.7%, 0.8%, -2.8%, 0.6%
